Bioassay records (PubChem)
NCF1 inh = p47phox/p22phox peptide binding inhibitors, primary screen, biochemical, uHTS, NADPH oxidase regulatory subunit; AID 1274, 2008; hit rate 0.53% among 220,000; fluorescence polarization, 2 h; inhibition, % at 24.7 µM; Neutrophil cytosol factor 1 (Homo sapiens), P14598;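 active = inhibition above about 30%, limit read from the data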;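 also: 0% = p47phox with labelled peptide and 100% = labelled peptide alone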
Target sequence (P14598 whole entry, looked up): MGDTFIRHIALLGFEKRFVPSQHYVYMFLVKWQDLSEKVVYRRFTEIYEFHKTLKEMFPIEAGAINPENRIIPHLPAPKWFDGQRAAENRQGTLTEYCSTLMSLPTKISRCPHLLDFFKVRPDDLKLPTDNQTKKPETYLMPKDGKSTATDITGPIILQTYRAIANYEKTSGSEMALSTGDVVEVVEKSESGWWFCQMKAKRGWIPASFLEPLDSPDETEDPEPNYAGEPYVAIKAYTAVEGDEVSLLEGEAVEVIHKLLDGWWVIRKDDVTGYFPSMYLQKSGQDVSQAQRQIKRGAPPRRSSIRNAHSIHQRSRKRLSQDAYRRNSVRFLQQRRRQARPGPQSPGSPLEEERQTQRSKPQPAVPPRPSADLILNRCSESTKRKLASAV
S1P4 agonist = S1P4 receptor agonists, primary screen, cell-based | hit rate 0.35% among 220,000 | S1P4-expressing cell line, agonist reporter assay | activation, % at 4.98 µM | Sphingosine 1-phosphate receptor 4 (Homo sapiens), O95977; in the data active = activation above about 11%;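 also: 0% = DMSO vehicle and 100% = reference agonist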
CHOP inh = inhibitors of CHOP promoter induction, primary screen, cell-based, unfolded protein response, luciferase reporter | CHO-K1 CHOP-promoter luciferase, tunicamycin-induced, 15-18 h | inhibition, % at 10 µM | hit rate 3.8% among 220,000;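 active = compounds that reduced the stress-induced luciferase reporter signal by more than about 70% of percent inhibition, limit read from the data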;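 also: 0% = tunicamycin plus vehicle and 100% = wells without tunicamycin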
Ba/F3 V617F tox = reduced viability of JAK2V617F-dependent Ba/F3 cells, primary screen, JAK2V617F inhibitor project, cell-based, Ba/F3 EpoR-JAK2V617F, luminescence. ATP luminescence. inhibition, % at 5.6 µM. hit rate 1.1% among 220,000;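 active = inhibition above the campaign mean plus 3 SD over all tested compounds, cut at about 24% in these data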;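 also: cytokine-independent growth of Ba/F3 cells driven by EpoR plus mutant JAK2; 0% = DMSO-treated cells and 100% = JAK inhibitor I control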
NPY-Y1 PAM-ag = NPY-Y1 receptor potentiators or agonists, primary screen, cell-based; Neuropeptide Y receptor type 1 (Homo sapiens), P25929; NPY-Y1 expressing cells, potentiator/agonist activation; activation, % at 3.6 µM; hit rate 0.37% among 220,000; in the data active = activation above about 33%, passing the limit was not always enough;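 also: cells stimulated with NPY at EC10 then isoproterenol at EC100; 0% = low agonist plus stimulus and 100% = saturating agonist plus stimulus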
BaF3 tox = parental Ba/F3 cell viability inhibition, counter-screen for JAK2V617F inhibitor project, murine pro-B, CellTiter-Glo luminescence | CellTiter-Glo ATP luminescence | inhibition, % at 5.6 µM | hit rate 1.1% among 220,000;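 active = inhibition above a per-campaign cutoff, the mean inhibition of all tested compounds plus 3 SD, cut at about 27% in these data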;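 also: 0% = DMSO wells and 100% = JAK Inhibitor I control wells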
NPY Y1 blocker = NPY-Y1 receptor antagonists, primary screen, cell-based; Neuropeptide Y receptor type 1 (Homo sapiens), P25929; HEK293-CNG Y1 cells, membrane potential fluorescence; NPY at EC95, then isoproterenol; inhibition, % at 3.6 µM; hit rate 1% among 200,000; AID 1040, 2008;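 active = inhibition above the campaign mean inhibition of all tested compounds plus 3 SD, cut at about 20% in these data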;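 also: 0% = DMSO wells given NPY plus isoproterenol and 100% = isoproterenol alone without NPY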
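Assay system: HEK293 Y1/CNG channel cell line; Doses: single compound dose of 3.6 µM, 0.4% DMSO; Timing: dye 3 h, compound 60 min room temperature, stimulation 45 min; Technique: Membrane-potential fluorescent dye readout; Measure: % inhibition of NPY effect.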
NPY-Y2 PAM-ag = NPY-Y2 potentiators or agonists, primary screen, cell-based; cells expressing NPY-Y2, potentiator/agonist read-out; hit rate 0.45% among 220,000; Neuropeptide Y receptor type 2 (Homo sapiens), P49146; AID 1359, 2008; activation, % at 3.6 µM; in the data active = activation above about 27%;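 also: cells stimulated with NPY near EC25 plus isoproterenol at EC100; 0% = vehicle plus submaximal agonist and 100% = vehicle plus saturating agonist; some results beyond the cut were filed as inactive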
Target sequence (P49146 whole entry, looked up): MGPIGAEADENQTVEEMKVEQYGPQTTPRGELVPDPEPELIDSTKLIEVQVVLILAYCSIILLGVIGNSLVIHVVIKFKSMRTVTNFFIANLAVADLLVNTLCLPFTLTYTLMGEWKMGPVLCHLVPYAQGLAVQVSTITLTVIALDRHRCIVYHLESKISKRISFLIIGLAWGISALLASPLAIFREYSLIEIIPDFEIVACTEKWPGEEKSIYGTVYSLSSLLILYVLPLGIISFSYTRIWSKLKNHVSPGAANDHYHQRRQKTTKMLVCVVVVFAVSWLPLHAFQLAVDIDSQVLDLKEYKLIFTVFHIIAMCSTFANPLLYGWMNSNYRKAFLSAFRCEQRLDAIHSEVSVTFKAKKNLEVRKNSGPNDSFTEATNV
S1P4 antag = S1P4 receptor antagonists, primary screen, cell-based. inhibition, % at 4.98 µM. S1P4-expressing cells, antagonist mode, reporter read-out. Sphingosine 1-phosphate receptor 4 (Homo sapiens), O95977. hit rate 0.26% among 220,000; in the data active = inhibition above about 29%;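 also: 0% = wells stimulated with agonist and 100% = vehicle wells without agonist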
* marks the source's active call; other numbers are inactive results; . = no result given; & = joins results of further samples.

SMILES	NCF1 inh	S1P4 agonist	CHOP inh	Ba/F3 V617F tox	NPY-Y1 PAM-ag	BaF3 tox	NPY Y1 blocker	NPY-Y2 PAM-ag	S1P4 antag
O=C(NCc1ccc(C(F)(F)F)cc1)C12CN(Cc3ccccc3)CC1C(c1cccc([N+](=O)[O-])c1)=NO2 (stereo not given)	-2	-0.4	37	-2	16	-2	-2	2	-11
CCCOc1cccc(NC(=O)c2cc(C)oc2C)c1	-8	1.0	37	-1	-1	4	0	-21	2
N#CCC(=O)Nc1ccc(C(=O)NCC(c2ccco2)N2CCCCC2)cc1 (stereo not given)	-27	-1.9	-11	1	4	13	0	1	-7
S=C(NCc1ccccc1)NCc1ccc2c(c1)OCO2	-1	0.3	12	-1	-2	5	6	-2	-6
Cn1c(=O)c2c(nc(-n3ccnc3)n2Cc2ccccc2)n(C)c1=O	-20	-3.3	16	-2	-8	3	-6	10	-11
Cc1ccc(CNC(=O)CCNC(=O)c2ccco2)cc1	-20	0.2	3	4	-8	10	-3	-9	-13
COC(=O)c1ccc(NCCC(=O)O)cc1	-6	0.1	9	0	5	-3	-3	7	-25
O=C(CN1CCN(Cc2ccccc2)C1=O)NCCCN1CCOCC1	-12	-3.7	2	0	4	8	1	-7	2
COc1cccc(CNC(=O)C(=O)NCC2CCCO2)c1 (stereo not given)	-3	0.3	7	-3	11	2	0	4	4
O=c1c(CN2CCN(c3cccc(Cl)c3)CC2)coc2c(Cl)cc(Cl)cc12	-12	-1.5	20	0	13	-3	-1	11	3
CN(C(=O)c1ccc(S(=O)(=O)NC2CCCC2)cc1)C1CCCCC1	-3	0.2	5	0	2	0	-4	10	-22
O=C(O)c1cccc(S(=O)(=O)Nc2ccc3[nH]c(=O)[nH]c3c2)c1	-11	-0.2	-16	0	14	-3	.	6	-2
CCCCc1ccc(NC(=S)NCc2cccs2)cc1	-8	1.8	85*	-2	13	3	-3	3	-8
O=C(O)CC(C(=O)OCCOc1ccccc1)N1CCOCC1 (stereo not given)	3	1.7	26	-2	1	7	-2	-3	9
CC(C)N1CCc2c(sc(NC(=O)c3cc(-c4cccs4)nc4ccccc34)c2C(N)=O)C1	-34	0.0	34	0	-21	9	-5	10	0
CCCCC#Cc1cncc(C(=O)N/N=C/c2ccccc2)c1	-12	-1.5	-6	-1	-13	-2	.	-16	-8
O=C(COC(=O)CSc1nnc(-c2ccc(Cl)cc2)o1)Nc1cc(Cl)ccc1Cl	-17	0.3	33	-7	-18	-6	.	-34	5
CC(C)(C)c1ccc(C(=O)Nc2cccc3c(=O)[nH][nH]c(=O)c23)cc1	-1	0.4	63	2	1	6	1	9	5
Cc1nc2nc3c(cn2n1)C(=O)CC(c1ccccc1)C3 (stereo not given)	0	0.2	18	4	1	3	0	2	-5
S=C(c1c[nH]c2ccc(Br)cc12)N1CCOCC1	-6	1.0	31	1	2	3	-1	12	-3
Cc1cc(C(=O)COc2ccccc2C(N)=O)c(C)n1C	-3	0.0	-8	2	-9	6	1	-13	0
CC(=O)c1cc2c(cc1N/C(=N/S(=O)(=O)c1ccc(C)cc1)c1ccccc1)OCO2	-10	0.2	9	1	-14	4	4	-9	-26
CCOC(=O)c1cc(-c2ccc(OC)cc2)nc2c1c(C)nn2CCC(N)=S	-15	-0.2	63	3	-18	8	12	-8	-11
O=C1CSC(=O)N1CCOCCN1C(=O)CSC1=O	4	0.3	-20	-2	8	0	4	-1	-12
O=C(CCN1CCOCC1)N1CCc2c([nH]c3ccccc23)C1c1cccc(Cl)c1 (stereo not given)	-5	0.2	0	1	3	9	6	2	-5
C=CCOc1ccc(/C(O)=C2\C(=O)C(=O)N(CCCOC)C2c2ccncc2)cc1 (stereo not given)	-4	-0.7	22	-7	9	1	3	13	-3
CC(C)CCSc1ncnc2c1oc1nc3c(cc12)COC(C)(C)C3	-3	2.2	23	1	14	4	5	-5	2
Clc1ccc(/C=N/c2c(-c3ccco3)nc3ccccn23)cc1	-20	-2.4	36	2	5	3	1	-6	-10
COc1ccc(N=C2SC(CC(=O)Nc3ccc(OC)cc3OC)C(=O)N2C)cc1 (stereo not given)	-11	1.1	21	-2	28	3	-2	11	-5
CC(/C=N/NC(=O)c1cc(-c2ccc(C)o2)[nH]n1)=C\c1ccccc1	-9	17*	94*	2	-20	7	3	-4	-10
Cn1c(CO)cnc1SCc1ccc(F)cc1	0	2.1	-22	3	-16	2	11	3	-12
CC(C)COc1ccc(-c2nnn(CC(=O)N3CCCC3)n2)cc1	4	-0.4	50	6	7	1	-3	-6	-13
Cc1cccc(CC2SC(N)=NC2=O)c1 (stereo not given)	-2	1.0	10	2	-3	2	-2	13	9
O=C1CSC(c2cn(-c3ccccc3)nc2-c2cccs2)N1Cc1ccccc1 (stereo not given)	0	-1.9	-7	2	0	4	3	3	-11
Cc1ccc(C2CC2c2n[nH]c(=S)n2-c2ccc(Cl)cc2)cc1 (stereo not given)	-13	0.2	106*	4	-5	4	0	-5	-7
Cc1cc(C)n(-c2nc3c(c(=O)[nH]c(=O)n3C)n2CC(O)COc2ccccc2C)n1 (stereo not given)	-3	1.3	4	0	4	3	-2	-2	-2
Cc1ccc(NC(=S)NCC2CCN(C(C)c3ccccc3)C2)cc1 (stereo not given)	-4	0.5	12	-4	-7	6	5	-20	-17
COc1ccc(C(=O)NC(NC(=O)c2ccc(OC)c(OC)c2)c2ccccc2F)cc1OC	4	0.2	-10	-2	-30	3	13	-10	-8
O=C(OCC(=O)N1CCN(C(=O)c2ccco2)CC1)c1ccc(S(=O)(=O)N2CCCCC2)cc1	-12	0.9	26	0	-14	4	3	-10	-19
O=C(CNC(=O)c1ccc(S(=O)(=O)N2CCCC2)cc1)N/N=C/c1ccc(Cl)cc1	-1	0.7	53	0	11	5	-6	15	-21

Pulled by compound from the list above (3):
SMILES	NCF1 inh	S1P4 agonist	CHOP inh	Ba/F3 V617F tox	NPY-Y1 PAM-ag	BaF3 tox	NPY Y1 blocker	NPY-Y2 PAM-ag	S1P4 antag
Cc1cc(C)n(-c2nc3c(c(=O)[nH]c(=O)n3C)n2CC(O)COc2ccccc2C)n1 (stereo not given)	-3	1.3	4	0	4	3	-2	-2	-2
O=C1CSC(c2cn(-c3ccccc3)nc2-c2cccs2)N1Cc1ccccc1 (stereo not given)	0	-1.9	-7	2	0	4	3	3	-11
Cc1ccc(NC(=S)NCC2CCN(C(C)c3ccccc3)C2)cc1 (stereo not given)	-4	0.5	12	-4	-7	6	5	-20	-17

Further structures
SMILES	NCF1 inh	S1P4 agonist	CHOP inh	Ba/F3 V617F tox	NPY-Y1 PAM-ag	BaF3 tox	NPY Y1 blocker	NPY-Y2 PAM-ag	S1P4 antag
Cc1cc2oc(=O)cc(CN3CCOCC3)c2cc1C	-1	-0.2	17	-4	8	5	5	16	-10
CCOC(=O)CC1=C(C(=O)OCC)C(c2cccnc2)C(C#N)=C(N)O1 (stereo not given)	-6	-2.0	2	-2	-1	3	-8	-19	2
Cc1nc(N2CCN(Cc3ccccc3)CC2)c(C#N)c2c1COC(C)(C)C2	-18	-0.4	31	0	-15	3	3	-20	-2
O=C(C1=C[C@H](c2ccc(Br)cc2)C[C@H](OCc2ccc(CO)cc2)O1)N1CCOCC1	-5	-1.1	11	2	9	-5	-4	-5	11
Cc1ccc(Cl)cc1NC(=S)N1CCC(c2ccccc2)C1 (stereo not given)	0	1.6	8	1	8	4	-5	9	-12
CCCCN(C)S(=O)(=O)c1ccc(C(=O)Nc2nnc(C3=COCCO3)o2)cc1	-10	-1.8	3	-1	16	-2	0	11	-13
O=C(O)CCCC(=O)N1N=C(c2ccccc2)CC1c1ccc2nccnc2c1 (stereo not given)	-5	0.8	11	1	-10	3	-5	-14	-18
COc1ccc(S(=O)(=O)NCc2ccco2)cc1N(C)S(=O)(=O)c1ccccc1	-4	0.7	3	2	-10	9	4	-10	-14
O=C(NCCCc1ccccc1)c1cccs1	-8	-1.0	-7	-4	-9	2	2	0	-6
CCCCc1n[nH]c2c1/C(=N/O)CC(C)(C)C2	9	-0.1	27	-3	27	2	-7	-2	-17
CCCOC(=O)Cc1n[nH]c(=O)[nH]c1=O	-22	-0.2	-2	-3	4	-2	7	8	25
COc1ccc(CN(C)C(=O)c2cnc(OC)cc2C(F)(F)F)c(OC)c1	-17	0.8	-1	-1	2	0	.	-10	9
CC(C)(C)c1cc(N)n(-c2ccc(C(=O)O)cc2)n1	-2	1.1	23	1	13	6	1	-4	-27
CCCCNC(=S)NNC(=O)c1csc(C(C)C)c1	15	1.2	-29	-2	15	5	-2	11	-5
[2H]c1c([2H])c([2H])c(-c2nc(N3CCCCCC3)sc2C(=O)c2ccccc2)c([2H])c1[2H]	-7	0.2	15	4	-23	95*	2	-24	3
Cc1csc(NC(=O)CNC(=O)OCc2ccccc2)n1	-4	-0.3	-6	1	7	6	-1	6	-4
CCC(C)Sc1nnc(CNC(=O)C23CC4CC(CC(C4)C2)C3)n1C1CCCCC1 (stereo not given)	-9	1.5	95*	-4	-12	5	10	-4	-8
CC(=O)OCC1=C(C(=O)O)N2C(=O)[C@@H](NC(=O)Cc3cccs3)[C@H]2SC1	-11	1.6	-1&-26	-2	-7	1	1	9	-19
O=C(NCc1cccs1)C1CCN(S(=O)(=O)c2ccc3c(c2)OCCO3)CC1	-8	0.8	11	-3	-26	0	-3	-4	-21
CCOC(=O)CCCOC(=O)c1ccc(S(=O)(=O)N(C)C)cc1	-7	1.9	8	1	2	3	-2	0	-30
Cc1csc(C(C#N)C(=O)c2cc3ccccc3o2)n1 (stereo not given)	-15	0.8	-22	0	-1	4	4	5	7
CCc1nnc(NC(=O)[C@@H](NC(=O)c2cc(OC)cc(OC)c2)C(C)C)s1	5	-2.1	-1	3	6	11	1	-4	-5
COC(=O)c1ccccc1NC(=S)N(Cc1ccc2c(c1)OCO2)Cc1cc2cccc(C)c2[nH]c1=O	-6	-0.7	-26	-3	11	4	3	17	-13
COc1ccc(NC(=S)N2CCC(c3nc4ccccc4o3)CC2)c(OC)c1	-5	0.6	33	1	0	3	3	-17	-3
Cc1nnc(-c2cnn(C)c2N)n1CCCN(C)C	4	0.2	-16	-3	-3	-1	3	17	5
COc1ccc(C2=CSC3=C(C(=O)c4cccc(S(=O)(=O)N(C)C)c4)CCN23)cc1	-31	-7.1	12	1	-5	6	7	-4	-1
O=C(CC(=O)N/N=C/c1ccc(Cl)cc1Cl)NCc1ccccc1	-1	0.4	29	1	-2	5	3	11	8
N#CC1(Cc2ccccc2)c2ccccc2C=CN1C(=O)c1ccccc1 (stereo not given)	-17	0.8	-7	-4	6	4	4	-11	0
Cc1cc([N+](=O)[O-])ccc1NC(=O)/C=C/c1cccs1	-9	0.7	-16	-2	-33	10	0	-14	-5
CCCCC(=O)Nc1cccc(NC(=S)NC(C)=O)c1	-10	-1.2	14	0	-7	6	1	11	-14
COc1ccc(Cn2c(-c3ccc(Br)cc3)c[n+]3ccccc23)cc1	3	1.8	-10	72*	-16	64*	5	-3	-22
CCCCN1C(=O)c2ccc(C(=O)Nc3ccc(S(=O)(=O)N(C)C)cc3)cc2C1=O	-15	2.8	31	1	25	2	-11	11	-5
